# Source: PubChem
# FEN1 inh: blocks human flap endonuclease 1 | 0.35% of 390,000 active | Potency, µM (highest dose often 114 µM), without a hit: at the top dose activity change, negative = inhibition, actives largely listed as inhibitors | P39748 | Recombinant FEN1 flap cleavage, fluorescence, 15 min; note: nearly all actives have a fitted effect of over 65% in size
# Target sequence (P39748 whole entry, looked up): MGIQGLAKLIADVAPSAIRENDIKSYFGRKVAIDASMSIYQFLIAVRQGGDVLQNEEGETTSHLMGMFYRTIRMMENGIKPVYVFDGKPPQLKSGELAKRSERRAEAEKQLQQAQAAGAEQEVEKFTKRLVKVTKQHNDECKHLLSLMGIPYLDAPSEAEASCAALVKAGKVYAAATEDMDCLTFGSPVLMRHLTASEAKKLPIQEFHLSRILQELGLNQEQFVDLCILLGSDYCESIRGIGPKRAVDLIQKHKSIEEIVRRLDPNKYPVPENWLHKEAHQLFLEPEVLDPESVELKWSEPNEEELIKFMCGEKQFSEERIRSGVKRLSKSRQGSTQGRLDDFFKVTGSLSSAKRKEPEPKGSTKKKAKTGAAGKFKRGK
#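 Recombinant FEN1 (10 nM) was preincubated with pin-transferred compounds for 15 min at room temperature, then flap DNA substrate (50 nM final) was added. Plates were read at 0 and 15 min, and normalized concentration–response data were fitted to a four-parameter Hill equation.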
# DT40 TDP1 CPT: DT40-hTDP1 cell growth loss with CPT. 12% of 420,000 active. Potency, µM (highest dose often 46.2 µM), without a hit: at the highest dose activity change, negative = growth inhibition, most hits filed as inhibitors. chicken DT40 Tdp1-/-;hTDP1 cells + 20 nM CPT, ATP luminescence, 48 h; note: nearly all actives have a fitted effect of over 55% in size
#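 Cell growth measured by CellTiter-Glo luminescence after a minimum 48 h, 37 C compound exposure with 20 nM CPT in Tdp1-knockout DT40 cells stably expressing hTDP1, seeded 400/well; qHTS titration format.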
# N370S GC: N370S glucocerebrosidase modulation, Gaucher chaperone candidate. P04062. N370S GC spleen homogenate, 4MU-glucoside fluorescence. Potency, µM (highest dose often 59.4 µM), for inactives: at the top dose activity change, negative = inhibition, most hits filed as inhibitors. 0.092% of 330,000 active. AID 2101;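 note: 0% = full enzyme activity and -100% = no enzyme basal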
# Starred values were filed as active, the others as inactive; u = inconclusive; x = no result given. Calls come from the whole dose curve; as a rule, active = well fitted curve in the direction sought with a large enough effect; inconclusive = small, poorly fitted or top-dose-only effect, or another doubt; inactive = no such curve, though single readings can be large; an effect the other way counts as inactive or inconclusive. Unless noted, % is set by controls: 0 for no effect and ±100 for the full control effect; potency is the fitted concentration of half-maximal effect. An excerpt, so the mix of outcomes need not match the whole.
# Preview, four compounds:
SMILES,FEN1 inh,DT40 TDP1 CPT,N370S GC
CCOC(=O)c1c(C)[nH]c(C)c1S(=O)(=O)NCC(=O)NCc1cccc(C)c1,17%,u,x
O=C(CCSc1ccc(Br)cc1)c1ccc(O)cc1,4%,3.7µM*,0%
Cc1cccc(NC(=O)CC2C(=O)OCCN2Cc2ccccc2)c1 (stereo not drawn),-3%,-24%,x
CCOC(=O)C(NC(=O)c1ccc(OC)cc1)(Nc1cc(C)on1)C(F)(F)F (stereo not drawn),-3%,4%,-13%

# The whole of this part, repeating the preview:
SMILES,FEN1 inh,DT40 TDP1 CPT,N370S GC
CCOC(=O)c1c(C)[nH]c(C)c1S(=O)(=O)NCC(=O)NCc1cccc(C)c1,17%,u,x
O=C(CCSc1ccc(Br)cc1)c1ccc(O)cc1,4%,3.7µM*,0%
Cc1cccc(NC(=O)CC2C(=O)OCCN2Cc2ccccc2)c1 (stereo not drawn),-3%,-24%,x
CCOC(=O)C(NC(=O)c1ccc(OC)cc1)(Nc1cc(C)on1)C(F)(F)F (stereo not drawn),-3%,4%,-13%
CCCCSc1nnc(NC(=O)CCc2ccccc2)s1,-6%,-11%,x
CCC(=O)NNc1cccc(Cl)n1,0%,1%,1%
CCCc1nc2ccccc2c(=O)n1-c1ccc(C(=O)OCC)cc1,7%,u,2%
O=S(=O)(Nc1ccc(-c2nc3cccnc3s2)cc1)c1cccs1,13%,-2%,u
CN1CCN(c2ncc3nc(-c4ccc(Cl)cc4)c(=O)n(CCC#N)c3n2)CC1,x,u,12%
CCOc1ccc(-c2cc(NC(=O)Nc3ccccc3Cl)c(C(=O)OC)s2)cc1,11%,u,x
CCCn1c(=O)[nH]c(=O)c2c1nc(-c1ccc(OC(F)(F)C(F)C(F)(F)F)cc1)n2CCOC (stereo not drawn),-4%,u,14%
COc1ccc(/C=C/c2nc3cc(-c4ccccc4)ccc3o2)cc1O,-13%,9.2µM*,5%
O=C(NCc1cccnc1)C1CCC(CNS(=O)(=O)c2ccc(Cl)cc2)CC1 (stereo not drawn),-8%,u,-13%
O=C(NCCOc1ccccc1Cl)c1cc(F)c(F)cc1Cl,-18%,11%,-20%
CC1CCN(C(C)C(=O)Nc2ccc(S(=O)(=O)N3CCCC3)cc2)CC1 (stereo not drawn),-19%,-21%,x
Cc1ccc2nc(-c3ccc(NC(=O)CCN4C(=O)c5ccccc5C4=O)cc3)sc2c1,0%,-26%,5%
COc1ccccc1NC(=O)Nc1ccnn1C1CCCCC1,0%,-12%,6%
O=C(CNC(=O)c1ccc(Br)o1)NCc1ccc2c(c1)OCO2,-2%,0%,8%
O=C(NC1CCCC1)C(c1ccncc1)N(C(=O)c1csnn1)c1cccc(Cl)c1 (stereo not drawn),4%,-2%,-8%
CC1=[N+]([O-])C(C)(C)C(c2ccc(Br)cc2)=[N+]1[O-],0%,-1%,-11%
CC(=O)Nc1cccc(-c2csc(Nc3ccc(C)cn3)n2)c1,-23%,-29%,-10%
CCCCc1nc(N)c(C#N)c(-c2ccco2)c1CCC,2%,-16%,12%
O=C(Nc1ccc2c(c1)OCCO2)C(=O)c1c[nH]c2ccccc12,-6%,10µM*,-5%
COc1ccc(S(=O)(=O)N2CCCCC2)cc1NC(=O)CN(C)C1CCCCC1,4%,u,-3%
O=C(N/N=C/C1CC2CCC1C2)C1CC1 (stereo not drawn),-13%,1%,-4%
CCC(=O)NC(=S)Nc1ccc(S(=O)(=O)NC2CCCCC2)cc1,-5%,u,-10%
Cc1ccc(-c2nnn(CC(=O)NCCc3ccc4c(c3)OCO4)n2)o1,-1%,-23%,-2%
O=C(COc1ccc(S(=O)(=O)N2CCCCC2)cc1)N1CCCCCC1,2%,-13%,5%
CCS(=O)(=O)Nc1cc(OC)c(OC)cc1Cc1nccc2cc(OC)c(OC)cc12,-6%,-12%,21%
COc1ccc(S(=O)(=O)c2cn(C)c3cc(N4CCOCC4)c(F)cc3c2=O)cc1,1%,u,x
COC(=O)C1SCC2C(=O)N(Cc3ccc(Cl)cc3)CC(=O)N21 (stereo not drawn),-2%,9%,-2%
COc1cccc(Nc2nnc(SCN3C(=O)c4ccccc4C3=O)s2)c1,4%,-10%,9%
C=CCn1c(SCC(=O)c2ccc(O)c(O)c2)nnc1-c1cccc(C)c1,-4%,16µM*,x
Clc1cccc(-c2nnc(CN3CCN(c4ccccn4)CC3)o2)c1,-14%,3%,x
O=C(Nc1ccc(OC(F)F)cc1)c1cc(S(=O)(=O)N2CCCCC2)ccc1N1CCOCC1,-19%,-12%,x
COc1ccc(NS(=O)(=O)c2cccc(C(=O)NN=Cc3cc(Br)c(O)c(Br)c3)c2)cc1,u,0%,x
CC(=O)OC1CCC2(C)C(CCC3C2CC(=O)C2(C)C3CC(C(C(C)=O)C(C)=O)C2C(C)=O)C1 (stereo not drawn),-14%,u,x
COc1ccc(N(CC(=O)Nc2cccc([N+](=O)[O-])c2C)S(C)(=O)=O)cc1OC,0%,-22%,7%
CCOC(=O)c1c(NC(=O)/C=C\C(=O)O)sc(C)c1-c1ccccc1,-4%,u,-6%
Cc1cc(S(=O)(=O)Nc2c(C)nc3nc[nH]n3c2=O)ccc1F,-9%,18%,8%
CCOC(=O)/C=C/c1ccc2c(c1)S(=O)(=O)N(C1CCCC1)[C@H]2CC(=O)OCC,u,u,x
Cc1cccc(CCNC(=O)c2c[nH]c3ccc(S(=O)(=O)Nc4ccccc4F)cc3c2=O)c1,12%,12µM*,x
CC1=C([N+](=O)[O-])C(c2ccccc2)NC(=O)N1 (stereo not drawn),3%,11%,-4%
CCN(CC)S(=O)(=O)c1ccc(N2C(=O)Nc3ccccc3N2O)cc1,9%,-15%,-8%
CCCOc1ccc(N/C=C/C(=O)C(C)(C)C)cc1,13%,-14%,1%
Cc1ccc(Nc2nc(=O)[nH]nc2C)cc1,-9%,-18%,-2%
Cc1ccc(CN2CC(C(=O)NCCC3=CCCCC3)CC2=O)cc1 (stereo not drawn),-15%,-6%,x
O=C(Cn1nc(Cc2cccnc2)c2ccccc2c1=O)Nc1cc(F)ccc1F,-4%,-22%,17%
Cc1cc(=O)n(C)c(=O)n1CCCNc1ccccc1,-2%,-14%,-21%
COc1ccc(S(=O)(=O)c2c(Nc3c(C)cccc3C)sc(C(=O)c3ccc(F)cc3)c2N)cc1,3%,5.8µM*,x
COC1=C(Nc2ccc(C)cc2)C(=O)c2ccccc2C1=O,-18%,u,3%
CCN(C(=O)c1cc2c(s1)-c1ccccc1OC2)c1cccc(C(F)(F)F)c1,-2%,18µM*,x
CCOc1ccc(N2C(=O)CC(NC3CCN(C(=O)c4cccs4)CC3)C2=O)cc1 (stereo not drawn),18%,7%,1%
CCOC(=O)C(C(=O)Nc1cccc(C)c1)C1CCCCC1 (stereo not drawn),5%,-4%,0%
COc1ccc(C(=O)n2cnc3ccccc32)cc1,-2%,-5%,-9%
O=C(COC(=O)Cc1ccc(Cl)cc1Cl)Nc1ccccc1OC(F)F,-2%,15%,2%
COc1ccc(S(=O)(=O)N(C)C)cc1NS(=O)(=O)c1ccc(F)c(F)c1F,6%,-3%,u
CCN(CC)S(=O)(=O)c1ccc(C(=O)NCCc2cc3c(OC)ccc(OC)c3[nH]c2=O)cc1,-4%,u,-22%
Cc1nc(N)nc(Cl)c1CCC1OCCO1,-18%,19%,x
CC(=O)c1ccc(N2C(=O)CC(N3CCN(S(=O)(=O)c4ccc(C)c(C)c4)CC3)C2=O)cc1 (stereo not drawn),18%,-13%,x

# (list continues)
SMILES,FEN1 inh,DT40 TDP1 CPT,N370S GC
O=C(C[n+]1cccc(CNC(=O)c2ccc(OC(F)F)cc2)c1)Nc1cccc(C(F)(F)F)c1,0%,-21%,6%
c1ccc2c(c1)NC1(CCCCC1)n1c-2nc2ccccc21,-9%,-10%,18%
O=C(OCc1cccc([N+](=O)[O-])c1)c1cccnc1,-2%,1%,-1%
Fc1cccc(CSc2nc3ncc(Cl)cc3[nH]2)c1,5%,9%,15%
CCN(CC)S(=O)(=O)c1cc(NC(=O)Cn2ncc(Cl)c(Cl)c2=O)ccc1C,-6%,3.7µM*,-10%
CCC1(C)CC(CCN(Cc2ccco2)C(C)=O)(c2ccccc2)CCO1 (stereo not drawn),-13%,u,7%
O=C(NCc1cccnc1)C1CC2c3ccccc3C1c1ccccc12 (stereo not drawn),3%,-9%,-4%
Fc1ccc(-c2ccnc3nc(-n4cccc4)nn23)cc1,1%,1%,10%
CC(Oc1ccccc1Cl)c1nnc(N)s1 (stereo not drawn),0%,-16%,2%
C=CCN1C(=O)c2ccccc2NC1c1ccc(Br)s1 (stereo not drawn),6%,-23%,0%
CCOc1ccc(N(CC(=O)N2CC=C(c3ccccc3)CC2)S(=O)(=O)c2c(C)noc2C)cc1,-7%,u,0%
Cc1cccc(C(=O)N2CCC(Cc3ccccc3)CC2)c1[N+](=O)[O-],-4%,8.2µM*,-6%
COc1ccc2cc(-c3nc(Cl)c4c5c(sc4n3)CCCC5)c(=O)oc2c1,-17%,-2%,x
S=C(Nc1cccc(Cl)c1Cl)N1CCCC1,1%,-16%,1%
COc1cc(C2NC(=S)NC(c3ccccc3)=C2C(C)=O)cc(Cl)c1OCC(=O)O (stereo not drawn),-3%,-11%,2%
CCOc1ccccc1CNC(=O)c1ccc(-c2nc(CSc3ccc(C)cc3)c(C)o2)cc1,-7%,9.2µM*,x
CCN(CC(=O)Nc1ccc(NC(C)=O)cc1)S(=O)(=O)/C=C/c1ccccc1,-11%,3%,x
Cc1nnc(NC(=O)CCC(=O)N2CCN(S(=O)(=O)c3cc([N+](=O)[O-])ccc3C)CC2)s1,-3%,-7%,x
COc1cc(/C=N\n2cnnc2)ccc1OCC(=O)Nc1ccc(C)cc1,-9%,1%,-1%
C[C@H](N=C1NS(=O)(=O)c2ccccc21)C(=O)OCc1cc([N+](=O)[O-])cc2c1OCOC2,8%,1%,10%
COc1ccc(CCNC(=O)Cn2cc(S(=O)(=O)Cc3cccc(Cl)c3)c3ccccc32)cc1OC,13%,u,x
COc1cccc(NC(=O)CCN2C(=O)C3CC=CCC3C2=O)c1 (stereo not drawn),-10%,-7%,-3%
Cc1nn(C(=O)CCC(=O)NCc2ccccc2Cl)c2ccccc12,4%,0%,-1%
COC(=O)N/N=C(\C)c1ccc(C)c([N+](=O)[O-])c1,-6%,-12%,11%
COc1ccccc1NC(=O)CN(Cc1ccco1)C(=O)c1cncc(Br)c1,-6%,-20%,3%
COc1ccc(S(=O)(=O)N2CCCCC2)cc1N(C)S(=O)(=O)c1ccccc1,-7%,u,0%
C#CCOc1c(Br)cc(/C=C2/C(=O)ON=C2C)cc1OCC,2%,u,5%
C/C(=N\NC(=O)c1nc2ccccn2c1C)c1ccco1,10%,3%,-6%
CCOC(=O)C1=C(C)N(CCCC(=O)O)C(=O)NC1c1ccc(Cl)cc1Cl (stereo not drawn),19%,u,3%
CC(C)(C)c1ccc(/C=C2\SC(=O)N(CCNC(=O)c3cccc(S(=O)(=O)N4CCOCC4)c3)C2=O)cc1,1%,8.2µM*,-13%
CCCCCCCCn1c2c(c(=N)c3ccccc31)CCC2,-14%,0.41µM*,3%
O=C(Nc1ccc(Cn2cccn2)cc1)c1ccc(COc2ccccc2Br)cc1,-9%,13µM*,21%
O=C(Cn1cnc2ccccc2c1=O)NCCC(=O)N1CCN(Cc2ccccc2)CC1,11%,-6%,-3%
CCOc1ccc(Oc2cc(NC(=O)c3ccco3)cc([N+](=O)[O-])c2)cc1,-7%,-22%,3%
O=C(Nc1cccc(C(=O)Nc2ccc(Br)cc2)c1)c1ccccc1,2%,u,-17%
O=C(OCCN1CCCCC1)c1ccccc1Cl,7%,-20%,25%
Nn1c(SCC(=O)NC2CCCC2)nnc1-c1ccccc1F,-4%,-16%,9%
CC1CCCCC1NC(=O)CN1C(=O)c2ccccc2S1(=O)=O (stereo not drawn),-2%,-5%,7%

# 6 consecutive records out of the list so far:
SMILES,FEN1 inh,DT40 TDP1 CPT,N370S GC
COc1ccc(CCNC(=O)Cn2cc(S(=O)(=O)Cc3cccc(Cl)c3)c3ccccc32)cc1OC,13%,u,x
COc1cccc(NC(=O)CCN2C(=O)C3CC=CCC3C2=O)c1 (stereo not drawn),-10%,-7%,-3%
Cc1nn(C(=O)CCC(=O)NCc2ccccc2Cl)c2ccccc12,4%,0%,-1%
COC(=O)N/N=C(\C)c1ccc(C)c([N+](=O)[O-])c1,-6%,-12%,11%
COc1ccccc1NC(=O)CN(Cc1ccco1)C(=O)c1cncc(Br)c1,-6%,-20%,3%
COc1ccc(S(=O)(=O)N2CCCCC2)cc1N(C)S(=O)(=O)c1ccccc1,-7%,u,0%

# Some entries already given with just N370S GC:
SMILES | N370S GC
COc1ccccc1NC(=O)CN(Cc1ccco1)C(=O)c1cncc(Br)c1 | 3%
COc1ccc(S(=O)(=O)N2CCCCC2)cc1N(C)S(=O)(=O)c1ccccc1 | 0%
C#CCOc1c(Br)cc(/C=C2/C(=O)ON=C2C)cc1OCC | 5%
C/C(=N\NC(=O)c1nc2ccccn2c1C)c1ccco1 | -6%
CCOC(=O)C1=C(C)N(CCCC(=O)O)C(=O)NC1c1ccc(Cl)cc1Cl (stereo not drawn) | 3%
CC(C)(C)c1ccc(/C=C2\SC(=O)N(CCNC(=O)c3cccc(S(=O)(=O)N4CCOCC4)c3)C2=O)cc1 | -13%
